TNAP inh hiacc: blocks human TNAP under high phosphate acceptor concentration. P05186. purified TNAP, CDP-star luminescence, 1 M DEA. inhibition, % at 20 µM. actives 0.03% (n = 200,000);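 active means over 50% inhibition of tissue-nonspecific alkaline phosphatase at 20 µM in the single-dose screen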;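 further: plate controls were DMSO wells for no effect and EDTA-quenched wells as full inhibition for full effect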
PMI act hi M6P: increases human PMI activity with near-saturating mannose 6-phosphate. P34949. activation factor at 20 µM. coupled PMI enzyme assay, resazurin fluorescence, 20 min; hits give high values; 1 = untreated enzyme, 0 = substrate-free blank. actives 0.34% (n = 190,000);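 active means activation factor of 2 or more at 20 µM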
Target sequence (P34949 whole entry, looked up): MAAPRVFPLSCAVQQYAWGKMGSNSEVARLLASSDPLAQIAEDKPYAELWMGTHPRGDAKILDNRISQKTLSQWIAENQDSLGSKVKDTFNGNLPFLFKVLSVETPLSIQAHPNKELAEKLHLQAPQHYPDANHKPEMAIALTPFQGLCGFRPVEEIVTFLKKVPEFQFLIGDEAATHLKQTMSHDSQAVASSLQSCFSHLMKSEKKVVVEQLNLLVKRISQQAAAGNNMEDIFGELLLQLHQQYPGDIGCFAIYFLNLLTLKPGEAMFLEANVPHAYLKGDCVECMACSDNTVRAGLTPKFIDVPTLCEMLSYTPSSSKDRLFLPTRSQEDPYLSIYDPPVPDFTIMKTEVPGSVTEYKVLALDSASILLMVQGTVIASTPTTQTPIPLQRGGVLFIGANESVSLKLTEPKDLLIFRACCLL
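assay system = human phosphomannose isomerase with PGI, G6PDH, diaphorase coupling enzymes | quantity = 15 ng/mL PMI | incubation = enzyme reaction with compound 20 min at room temperature | medium = HEPES pH 7.4 buffer with MgCl2 and Tween-20 | compound dosing = one concentration, 20 µM, in 1% DMSO | measured by = Diaphorase-driven resazurin-to-resorufin fluorescence, excitation 544, emission 590 nm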
TNAP act hi DEA: TNAP (human) activation, high acceptor; P05186; purified TNAP, CDP-star luminescence, 1 M DEA, 30 min; hits give high values; 0 = EDTA background, 1 = DMSO-only activity; activation factor at 20 µM; 200,000 tested, under 10 active; AID 1136;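 active means activation factor at least 2 at 20 µM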
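system = human TNAP | amount = enzyme diluted 1/800 final | reagent = 100 µM CDP-star substrate | signal = luminescent substrate turnover signal | dosing = one dose, 20 µM | benchmarks = EDTA negative control, DMSO positive control | measure = activation factor | timing = 30 min reaction, room temperature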
PMI activator: phosphomannose isomerase (human) activation | P34949 | purified human PMI, coupled resazurin fluorescence, 20 min; hits give high values; 1 = vehicle control, 0 substrate-free wells | activation factor at 20 µM | actives 0.005% (n = 190,000);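 active means activation factor of 2 or more at 20 µM, relative to plate controls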
bIAP act: intestinal alkaline phosphatase (bovine) activation; actives 0.17% (n = 200,000); purified bovine IAP, CDP-star luminescence, 30 min; hits give high values; fold of DMSO-control signal, blank-subtracted; activation factor at 20 µM;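 active means activation factor of 2 or more at 20 µM, a signal rise over negative controls twice the positive control's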
FLuc inhib CS: counter-screen for luciferase assay inhibitors: firefly luciferase inhibition; ATPLite firefly luciferase biochemical luminescence, 10 min; inhibition, % at 10 µM; actives 1.5% (n = 200,000); AID 1006;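 active means inhibition above about 50% when tested at 10 µM, limit read from the data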
Target sequence (P08659 whole entry, looked up): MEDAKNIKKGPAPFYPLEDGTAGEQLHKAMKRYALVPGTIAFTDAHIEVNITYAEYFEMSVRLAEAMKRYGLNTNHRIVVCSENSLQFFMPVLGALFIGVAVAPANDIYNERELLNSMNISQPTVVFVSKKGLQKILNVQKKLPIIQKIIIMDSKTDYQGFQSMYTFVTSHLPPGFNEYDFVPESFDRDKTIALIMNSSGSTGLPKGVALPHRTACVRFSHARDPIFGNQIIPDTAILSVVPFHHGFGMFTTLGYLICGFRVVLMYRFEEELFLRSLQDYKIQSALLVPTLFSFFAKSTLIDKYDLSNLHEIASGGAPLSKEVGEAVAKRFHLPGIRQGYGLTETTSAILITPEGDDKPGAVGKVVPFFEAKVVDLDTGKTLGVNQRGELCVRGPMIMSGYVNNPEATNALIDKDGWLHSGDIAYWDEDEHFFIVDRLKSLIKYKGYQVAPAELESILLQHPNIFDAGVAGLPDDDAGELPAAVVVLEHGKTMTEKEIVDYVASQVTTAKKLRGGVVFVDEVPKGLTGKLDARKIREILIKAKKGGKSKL
NF-kB expr up: raises NF-kB expression in human neuronal cells. fold change at 12.5 µM. NF-kB reporter expression; hits give high values. actives 1.6% (n = 190,000); in the data active means fold change above about 3.3
FLuc act counter: affects firefly luciferase, flagging false hits in luciferase stimulation screens; ATPlite luciferase biochemical, luminescence, 10 min; 0 = ATP-free wells, 1 = DMSO control; activation factor at 10 µM; P08659; 200,000 tested, under 10 active;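 active means luciferase activation factor, scaled between plate controls, of at least 2 with compound at 10 µM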
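Material: Luciferase/luciferin reagent mix | Doses: Test compounds dosed from 2 mM stocks in 100% DMSO | Timing: 10 min incubation after luciferase reagent addition, room temperature | Measured by: Luminescence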
APP 5'UTR act: APP 5'UTR luciferase reporter activation | activation, % at 2 µM | actives 1% (n = 190,000) | SH-SY5Y APP 5'UTR luciferase reporter, luminescence; zero percent = DMSO vehicle wells;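 active means activation above a set limit, based on mean plus 3 SD of controls, cut at about 140% in these data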; further: values of inactives mirror those of a sister screen read the other way
TNAP inh noacc: inhibitors of human TNAP without phosphate acceptor; actives 0.26% (n = 200,000); P05186; purified TNAP, CDP-star luminescence, 30 min; AID 1012; inhibition, % at 20 µM;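 active means tissue-nonspecific alkaline phosphatase inhibition above about 50% at 20 µM in the single-dose screen, limit read from the data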;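 further: 0% = DMSO negative control and 100% = EDTA positive control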
* marks the source's active call; other numbers are inactive results; . = not tested or not shown.

#	mol	PMI act hi M6P	TNAP act hi DEA	TNAP inh hiacc	APP 5'UTR act	TNAP inh noacc	bIAP act	FLuc inhib CS	FLuc act counter	NF-kB expr up	PMI activator
1	CCOC(=O)c1ccc(NC(=O)CCOc2ccc(C)cc2)cc1	1	1	-2	3	-8	1	-2	1	1.4	0.9
2	Cc1ccc2nc(NC(=O)CN(C)S(=O)(=O)c3ccc(Br)s3)sc2c1	0.9	1	-4	-6	-1	0.8	-6	1.1	0.99	0.9
3	CCOC(=O)C1(Cc2ccc(Cl)cc2)CCN(C(=O)c2cc(C)nc(C)n2)CC1	0.7	1	-4	-1	-8	1	-3	1	.	1
4	Cc1cccc(-n2c(-c3csc(C)c3C)n[nH]c2=S)c1	1	1	0	-1	-9	0.9	7	0.9	1.1	1
5	Cc1cccc(C(=O)NCCc2csc(C)n2)c1	0.8	1	-1	-3	-11	1	-4	1	1.3	0.9
6	COC(=O)[C@@H](NC(=O)NCc1ccccc1Cl)C(C)C	0.8	1	-1	-2	-9	0.9	-3	1	1.1	0.8
7	Cc1nn(CC(=O)N2CCN(C)CC2)c(=O)c2ccccc12	1	1.1	-7	17	-14	0.9	-6	1.1	1.1	1
8	Cc1occc(=O)c1O	1.1	1	-3	9	-10	0.9	-3	1	1.2	1.1
9	c1ccc(C(c2c[nH]c3ccccc23)c2c[nH]c3ccccc23)nc1	0.9	1.1	-6	9	-9	0.8	-8	1.1	1.5	0.9
10	C=CCOc1ccc(C(=O)CC)cc1OC	1	1	3	7	-15	0.9	-2	1	1.1	1
11	COCCN(Cc1cn(C)nc1-c1ccccc1F)C(C)C	1	1.1	-8	2	-10	1.1	-5	1.1	1.3	0.9
12	CC(C)n1cc(/C=C2\NC(=O)N(c3cccc(Cl)c3)C2=O)c2ccccc21	0.9	1	3	-5	23	0.8	-4	1	1.1	1.1
13	Cc1ccccc1CSc1nnc(-c2ccccn2)n1N	0.9	1.1	-8	18	-9	0.9	-1	1	1.6	0.9
14	O=[N+]([O-])c1cn(Cc2ccc(Cl)cc2)cn1	1.1	1.1	-5	-3	-5	0.9	-9	1.1	1.1	1.1
15	COc1cc(SC)ccc1C(=O)N(C)Cc1ccccc1	1.1	1	-3	17	-8	1	-5	1.1	1.2	1
16	CCCCOC(=O)n1c(SCC(=O)N(C)C)nc2ccccc21	1.1	1	-4	22	-11	1.1	0	1	1.2	1.1
17	CC(NS(=O)(=O)c1ccccc1)C1COc2ccccc2O1 (stereo not given)	0.9	1.1	-12	4	-7	0.7	-9	1.1	0.97	0.9
18	Cc1c(C(=O)NCc2ccc(S(N)(=O)=O)cc2)oc2ccc(Cl)cc12	1	1	0	9	-7	1	0	1	1.2	1
19	C/C(=N/NC(=O)c1cccs1)c1ccc(N2CCOCC2)cc1	1.1	1	-5	56	-9	0.9	18	0.8	1.4	1.1
20	Cc1cc(N/N=C/c2ccccc2Cl)nc(NCc2ccccc2)n1	0.9	1	-4	4	-20	0.9	60*	0.4	0.75	0.8
21	COc1ccc(NC(=O)CSc2nccn2-c2cccc(OC)c2)cc1	1	1	1	16	-3	0.9	-1	1	0.98	0.8
22	COc1cccc(-c2nn(-c3ccccc3)cc2CN(C)C(C)c2ccon2)c1 (stereo not given)	0.8	1.1	-7	-13	-2	0.9	-6	1.1	0.84	0.8
23	O=C(Nc1nnc(-c2ccccc2)o1)C1CCCCC1	0.9	1.1	-7	9	0	0.9	-1	1	1.1	0.9
24	CC(O)CSc1nc2c(c(=O)[nH]c(=O)n2C)n1CC(O)COc1ccccc1 (stereo not given)	1.1	1	1	13	1	1.1	-5	1.1	.	0.9
25	CCc1ccccc1NC(=O)CSc1nnc([C@@H](NC(=O)OC(C)(C)C)C(C)CC)o1 (stereo not given in full)	0.9	1.1	-9	14	-25	1.1	-5	1	1.1	1
26	CCOC(=O)c1sc(=S)n(CC)c1NC(=O)CC	1	1	-5	-26	-11	0.8	-7	1.1	1.2	1
27	Cc1c(NC(=O)Nc2ccc(Cl)cc2)c(=O)n(-c2ccccc2)n1C	1	1	3	3	1	1	1	1	0.98	1
28	COc1ccc(C(=O)CN2CCN(S(=O)(=O)c3cccc([N+](=O)[O-])c3)CC2)cc1OC	1.2	1	-1	-8	-19	0.9	-2	1	1.2	1.2
29	O=C(c1cc([N+](=O)[O-])ccc1Cl)N1c2ccccc2Sc2ccccc21	0.9	1	-4	3	-4	0.8	-6	1.1	1.1	0.9
30	O=C(c1cccs1)N1C(=O)c2cccc3cccc1c23	0.9	1	1	0	-9	1.2	2	1	1.3	0.9
31	Cc1cc(C)nc(SCCn2c(N3CCC(C)CC3)nc3c2c(=O)n(C)c(=O)n3C)n1	0.9	1	-2	.	-9	1.1	-7	1.1	.	0.9
32	C=CCc1cccc(/C=N/NC(=O)C(C)Nc2ccc(C)cc2)c1O (stereo not given)	1.1	1	-4	-33	-19	0.8	-11	1.1	0.69	1.1
33	CC(=O)c1cccc(NC(=S)NCCc2ccc(Cl)cc2)c1	0.6	1	4	16	2	0.9	-2	1	0.82	0.8
34	COC(=O)C1CCCN1C(=O)c1cccs1 (stereo not given)	0.8	1	2	-14	-2	0.9	2	1	0.95	0.9
35	COc1ccccc1OCCn1c(C(C)O)nc2ccccc21 (stereo not given)	1	1	0	1	-6	1	-2	1	0.89	1
36	O=S(=O)(Nc1ccc2nc(-c3ccco3)[nH]c2c1)c1ccccc1	0.8	1	-2	55	-10	1	38	0.6	1.4	0.9
37	COc1ccccc1OCC(=O)NCc1nc(-c2ccccc2)no1	0.9	1	0	6	-4	1.1	3	1	0.96	1
38	CCC(=O)NC(Nc1nc2ccc(C)cc2s1)(C(=O)OC)C(F)(F)F (stereo not given)	1	1.1	-7	-5	-10	1	-8	1.1	1.1	0.9
39	Cc1ccc(-n2ncc3c(=O)n(CC(=O)N4CCN(c5ccccc5)CC4)cnc32)cc1	1	1	-2	-15	-11	1.2	8	0.9	1.1	0.9
40	CCOC(=O)c1cnc2ccc(Br)cc2c1NCCO	0.8	1	-4	-5	-12	0.9	-3	1	1.2	0.8

A stretch from the list above, for reference:
#	mol	PMI act hi M6P	TNAP act hi DEA	TNAP inh hiacc	APP 5'UTR act	TNAP inh noacc	bIAP act	FLuc inhib CS	FLuc act counter	NF-kB expr up	PMI activator
37	COc1ccccc1OCC(=O)NCc1nc(-c2ccccc2)no1	0.9	1	0	6	-4	1.1	3	1	0.96	1
38	CCC(=O)NC(Nc1nc2ccc(C)cc2s1)(C(=O)OC)C(F)(F)F (stereo not given)	1	1.1	-7	-5	-10	1	-8	1.1	1.1	0.9
39	Cc1ccc(-n2ncc3c(=O)n(CC(=O)N4CCN(c5ccccc5)CC4)cnc32)cc1	1	1	-2	-15	-11	1.2	8	0.9	1.1	0.9
40	CCOC(=O)c1cnc2ccc(Br)cc2c1NCCO	0.8	1	-4	-5	-12	0.9	-3	1	1.2	0.8

Additional results:
#	mol	PMI act hi M6P	TNAP act hi DEA	TNAP inh hiacc	APP 5'UTR act	TNAP inh noacc	bIAP act	FLuc inhib CS	FLuc act counter	NF-kB expr up	PMI activator
41	COc1ccc(CNC(=S)Nc2cccc(C)c2)cc1	0.9	1.1	-12	-8	-14	0.7	-7	1.1	1.2	0.9
42	Cc1ccc([N+](=O)[O-])cc1N=C(c1cccc([N+](=O)[O-])c1)N1CCOCC1	1	1	-3	2	-10	1	-6	1.1	0.89	1
43	CCN(CC#CCC1(O)c2ccccc2-c2ccccc21)C(C)C	0.9	1.1	-8	9	-12	1.1	-3	1	0.81	0.8
44	C=CCn1c(CNC(=O)c2ccccc2F)nnc1SCc1nc2ccccc2c(=O)[nH]1	1.1	1.1	-6	-7	-6	0.9	-8	1.1	1.2	1.1
45	CCOCC(=O)N1CCC(Cc2ccccc2)CC1	1.1	1	-5	0	-8	0.9	-4	1	1	1.1
46	CCS(=O)(=O)N1CCN(C(=O)c2cccc(OC)c2)CC1	1	1	-5	-1	-11	0.7	-9	1.1	1.5	1
47	COc1ccc(/C=C2/C(=O)N=C3SCCN32)cc1	1	1.1	-6	13	-7	0.9	-6	1.1	1.2	1
48	CC(=O)c1oc2ccccc2c1NC(=O)CCCN1C(=O)c2ccccc2C1=O	0.9	1	-2	-4	-10	0.9	-4	1	1	1
49	CCOc1ccc(N2C(=O)S/C(=C\c3cccn3C)C2=O)cc1	1	1	2	1	-4	1	-4	1	1.5	1
50	CCc1ccccc1NC(=O)/C(=C/c1ccccc1)c1ccccc1	0.8	1	2	15	-10	0.5	1	1	1.3	0.8
51	CN1C(=S)SC(N2OC3C(=O)N(c4ccccc4)C(=O)C3C2c2ccccc2)C1(C)C (stereo not given)	0.9	1	-5	-20	-15	1	-7	1.1	1.1	0.9
52	CCC(=O)Nc1nc(C)c(Oc2ccccc2)c(=O)[nH]1	1	1.1	-6	8	-10	1	-5	1.1	1.1	1.1
53	C#CCOCCOCCOCCNc1nc(N2CCN(C(=O)[C@H](CCC(=O)O)n3cc(C(N)[C@H](C)CC)nn3)CC2)nc(N2CCN(C(=O)[C@H](Cc3cc4ccccc4[nH]3)n3cc(C(N)[C@H](C)CC)nn3)CC2)n1 (stereo not given in full)	1.3	1.1	-7	28	-16	1.2	-4	1	1.2	1.3

2 entries from above, screen by screen.
#42 Cc1ccc([N+](=O)[O-])cc1N=C(c1cccc([N+](=O)[O-])c1)N1CCOCC1
#43 CCN(CC#CCC1(O)c2ccccc2-c2ccccc21)C(C)C

screen / no. | 42 | 43
PMI act hi M6P | 1 | 0.9
TNAP act hi DEA | 1 | 1.1
TNAP inh hiacc | -3 | -8
APP 5'UTR act | 2 | 9
TNAP inh noacc | -10 | -12
bIAP act | 1 | 1.1
FLuc inhib CS | -6 | -3
FLuc act counter | 1.1 | 1
NF-kB expr up | 0.89 | 0.81
PMI activator | 1 | 0.8

Screening data from PubChem BioAssay.
